# High-throughput results from PubChem.
# Rac1 wt modul – human Rac1 wildtype GTP binding, inhibitors and activators; GST-Rac1 beads, fluorescent GTP binding, flow cytometry; actives lie on both sides; 0 = cold GTP competed, 100 = untreated; AID 757; 190,000 compounds, 0.27% hits; GTP binding activity (% of control), % at 10 µM;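 active means GTP binding activity at least 20 points away from the 100% control level, either lower or higher; inconclusive means compound flagged as likely green fluorescent, judged across all proteins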
# Avidin fluor – compound fluoresces at 488/530 nm on avidin beads; fluorescence (KMESF) at 10 µM; 220,000 compounds, 0.38% hits; compound fluorescence 488/530 nm, flow cytometry; hits give high values; in the data active means fluorescence above about 47; further: inactives centre near 10
# Rab7 wt GTP bind – dog Rab7 wildtype GTP binding, inhibitors and activators. 190,000 compounds, 0.055% hits. GST-Rab7 beads, fluorescent GTP binding, flow cytometry; actives lie on both sides; untreated = 100%, excess cold GTP = 0%. AID 758. GTP binding activity (percent of control), % at 10 µM;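 active means fluorescent GTP binding to Rab7 beads changed by at least 20 points from the 100% baseline, either direction, mostly lower; inconclusive means compound itself probably fluorescent, or too few beads counted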;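 further: median green fluorescence of bound Bodipy-FL-GTP per Rab7 bead population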
# Cdc42 wt GTP – modulators (inhibitors or activators) of GTP binding to human Cdc42 wildtype | 190,000 compounds, 0.2% hits | GST-Cdc42 beads, Bodipy-GTP binding, flow cytometry; actives lie on both sides | AID 761 | P60953 | percent activity (GTP binding), % at 10 µM;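 active means percent activity GTP binding at least 20 points away from the 100% baseline, either down as inhibitor or up as activator; inconclusive means compound flagged as likely green fluorescent from well-wide comparison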;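 further: median bead fluorescence of bound Bodipy-FL-GTP at 100 nM; 0% = excess unlabeled GTP control and 100% = no compound control; below 100% means less GTP binding so inhibitor and above means activator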
# Target sequence (P60953 whole entry, looked up): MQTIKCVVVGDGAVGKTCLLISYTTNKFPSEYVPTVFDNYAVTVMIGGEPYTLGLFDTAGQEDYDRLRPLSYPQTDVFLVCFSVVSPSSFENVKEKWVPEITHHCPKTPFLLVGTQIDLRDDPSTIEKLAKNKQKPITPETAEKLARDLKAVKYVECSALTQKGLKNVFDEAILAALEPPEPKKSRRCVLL
# Rac1 act GTP bind – modulators of GTP binding to human Rac1 activated mutant; GST-Rac1 activated beads, fluorescent GTP binding, flow cytometry; actives lie on both sides; 100% means binding = to untreated wells; percent activity (GTP binding), % at 10 µM; 190,000 compounds, 0.11% hits; AID 764; P63000;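 active means GTP binding at least 20 percentage points away from the 100% baseline, in either direction, so actives lie on both sides; inconclusive means Compound likely fluorescent itself, or too few beads counted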
# Rab2 wt GTP – changes GTP binding to wildtype dog Rab2A, up or down. P61105. GST-Rab2 wt beads, Bodipy-GTP binding, flow cytometry. GTP binding activity, % at 10 µM. 190,000 compounds, 0.19% hits;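 active means GTP binding activity at least 20 points away from 100%, either lowered or raised; inconclusive means signal likely due to the compound's own green fluorescence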;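 further: 0% = beads with excess unlabeled GTP and 100% = no-compound control corrected for plate trend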
# HRas wt GTP bind – changes GTP binding to wildtype human HRas | GST-Ras wt beads, Bodipy-FL-GTP binding, flow cytometry; actives lie on both sides | GTP binding activity, % at 10 µM | 190,000 compounds, 0.14% hits | AID 759;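 active means GTP binding activity at least 20% away from the 100% baseline, either lowered as inhibitor or raised as activator; inconclusive means flagged as likely green fluorescent, judged across all proteins in the well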;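 further: 0% = unlabeled GTP competition control and 100% = no-compound control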
# Target sequence (P01112 whole entry, looked up): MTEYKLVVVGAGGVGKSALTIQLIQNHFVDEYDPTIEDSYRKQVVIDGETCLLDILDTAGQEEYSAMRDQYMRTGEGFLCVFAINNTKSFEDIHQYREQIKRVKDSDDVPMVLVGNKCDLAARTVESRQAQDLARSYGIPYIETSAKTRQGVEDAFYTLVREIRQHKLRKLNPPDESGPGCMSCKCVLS
# ABCB1 inh – human ABCB1 inhibition, ABCG2 as counter-screen. CCRF-Adr cells, JC-1 efflux, flow cytometry. 190,000 compounds, 0.067% hits. inhibition, % at 6.6 µM. P08183. AID 1326; in the data active means inhibition above about 40%;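 further: 0% = vehicle and 100% = reference inhibitor; higher value means more JC-1 retained so stronger ABCB1 efflux block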
# ABCG2 inh – blocks JC-1 efflux by human ABCG2 transporter | IgMXP3 cells, flow cytometry | inhibition, % at 6.6 µM | 190,000 compounds, 0.1% hits;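 active means inhibition above 80%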;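 further: 0% = DMSO and 100% = nicardipine control wells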
# Target sequence (Q9UNQ0 whole entry, looked up): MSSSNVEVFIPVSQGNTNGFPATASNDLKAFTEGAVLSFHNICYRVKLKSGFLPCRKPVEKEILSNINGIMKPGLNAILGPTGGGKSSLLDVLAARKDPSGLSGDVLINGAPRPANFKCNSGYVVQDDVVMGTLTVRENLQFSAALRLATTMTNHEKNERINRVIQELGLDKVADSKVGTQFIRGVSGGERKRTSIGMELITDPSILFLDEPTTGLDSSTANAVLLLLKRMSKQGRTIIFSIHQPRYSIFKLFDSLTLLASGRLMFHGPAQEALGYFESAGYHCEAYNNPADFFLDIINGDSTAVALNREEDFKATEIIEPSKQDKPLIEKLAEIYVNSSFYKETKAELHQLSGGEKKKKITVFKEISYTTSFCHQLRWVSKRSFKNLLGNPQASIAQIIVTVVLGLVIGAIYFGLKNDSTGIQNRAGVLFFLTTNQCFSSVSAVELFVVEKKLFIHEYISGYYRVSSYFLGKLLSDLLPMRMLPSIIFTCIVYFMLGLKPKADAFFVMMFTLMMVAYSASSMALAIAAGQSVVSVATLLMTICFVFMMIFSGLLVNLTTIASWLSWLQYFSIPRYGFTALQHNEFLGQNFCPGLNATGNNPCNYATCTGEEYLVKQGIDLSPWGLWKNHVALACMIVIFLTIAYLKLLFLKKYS
#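 Times: 10 min at 25 °C | Test system: Two drug-resistant human cell lines, ABCG2 and ABCB1 | Quantity: 3 million cells/mL final, two lines in 1:1 ratio | Signal: Flow cytometry, 530 nm JC-1 signal | Dosing: Compound at 6.6 µM | Controls: Nicardipine and DMSO wells | Reagent: JC-1 as fluorescent efflux pump substrate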
# Pf gamet viab – inhibitors of late stage P. falciparum gametocyte viability; P. falciparum stage V gametocytes, ATP luminescence, 24 h; inhibition, % at 10.9 µM; 150,000 compounds, 0.065% hits; AID 743093;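 active means inhibition above the mean plus 3 SD of compounds within the control limits, set per campaign, cut at about 38% in these data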;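 further: 0% = DMSO wells and 100% = medium only without gametocytes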
# Mcl1 Noxa PPI – disrupts binding of human Mcl-1 to Noxa peptide. TR-FRET Mcl-1/Noxa peptide binding, 2 h. Q07820. inhibition, % at 21.7 µM. 220,000 compounds, 1.5% hits;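 active means compounds that cut the protein-peptide binding signal by more than 50% relative to plate controls in a single-dose test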;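 further: His-tagged Mcl-1 with rhodamine Noxa BH3 peptide and terbium anti-His antibody; 0% = Mcl-1 plus Noxa peptide wells and 100% = peptide-only wells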
# * = called active by the depositor; ? = inconclusive; . = not tested or not shown.
# Every second line gives: Rab7 wt GTP bind	Cdc42 wt GTP	Rac1 act GTP bind	Avidin fluor	Mcl1 Noxa PPI	Rac1 wt modul	ABCG2 inh	Rab2 wt GTP	Pf gamet viab	HRas wt GTP bind	ABCB1 inh
1: O=C(CN1C(=O)c2cccc3cccc1c23)NCc1ccncc1
 : 100.0	96.0	95.0	15	11.8	100.0	-0.1	98.0	.	97.0	0.1
2: CCN1CCN(CCCNC(=O)C(=O)c2c(C)[nH]c3ccccc23)CC1
 : 101.0	96.0	97.0	9	6.6	98.0	1.1	97.0	9.4	99.0	0.5
3: O=C(CNC(=O)c1ccc(S(=O)(=O)N2CCCC2)cc1)N/N=C/c1ccc(F)cc1
 : 95.0	99.0	99.0	14	10.8	99.0	13.1	96.0	-11.5	98.0	0.7
4: O=C(O)c1cc(-c2ccccc2)on1
 : 105.0	100.0	100.0	14	15.0	105.0	-16.4	99.0	13.8	99.0	-1.3
5: Cc1ccnc(SCc2nc3ccccc3s2)n1
 : 99.0	102.0	98.0	7	-0.2	106.0	6.4	99.0	20.0	101.0	0.3
6: COc1ccc(/C=C(\C#N)C(=O)NCC2CCCO2)cc1OC (stereo not given)
 : ?	?	?	8	6.5	?	13.6	?	.	?	1.6
7: O=C(/C=C(\O)c1ccc(Cl)cc1)C(=O)NNC(=O)C(O)(c1ccccc1)c1ccccc1
 : 100.0	99.0	96.0	27	-45.8	104.0	1.1	98.0	.	96.0	0.5
8: Cc1ncc(CN2CCC(CO)(Cc3ccccc3)CC2)s1
 : 98.0	97.0	95.0	11	2.6	98.0	1.5	98.0	8.3	98.0	0.2
9: CCOC(=O)c1c(-c2ccccc2)nc2ccc(C)cn12
 : 105.0	101.0	100.0	21	3.5	105.0	4.0	101.0	-10.0	103.0	0.7
10: O=C(CN1CCOCC1)Nc1ncc(Cc2cccc3ccccc23)s1
 : 96.0	93.0	93.0	16	-7.9	93.0	4.8	92.0	.	94.0	1.2
11: C=CCSc1ncc(CO)n1Cc1ccccc1
 : 102.0	96.0	94.0	10	12.1	96.0	4.7	99.0	8.6	98.0	0.1
12: CN(c1ccccc1C(=O)N1CCN(Cc2ccc3c(c2)OCO3)CC1)S(C)(=O)=O
 : 95.0	94.0	95.0	12	-3.7	95.0	-1.1	97.0	-2.4	95.0	-0.2
13: C/C(=N/OC(=O)c1c(-c2c(F)cccc2Cl)noc1C)c1cnccn1
 : 96.0	95.0	93.0	9	15.8	97.0	7.2	96.0	-21.1	95.0	0.1
14: CCn1nnc(NC(=O)COc2cc(C)ccc2C(C)C)n1
 : 96.0	97.0	96.0	1	13.4	97.0	3.7	98.0	18.0	98.0	0.8
15: COc1ccc(C(=O)NN(C)c2nc(-c3ccccc3)nnc2C(F)(F)F)cc1
 : 103.0	106.0	103.0	14	-8.9	105.0	3.7	107.0	9.9	105.0	0.5
16: Cc1ccc(C(=O)NC(=S)Nc2cccc3c(C)cc(C)nc23)cc1
 : 100.0	99.0	97.0	31	-17.1	100.0	-7.3	99.0	9.1	97.0	-5.5
17: Fc1ccc(-n2c(-c3ccc4ccccc4n3)n[nH]c2=S)cc1Cl
 : ?	?	?	7	20.4	?	-6.3	?	-7.6	?	-1.8
18: CC(C)Oc1ccc(C(=O)NC2=NCCS2)cc1
 : 102.0	99.0	97.0	13	-6.7	102.0	1.9	102.0	6.2	102.0	-1.2
19: Cc1nn(CC(=O)Nc2ccc(C(C)C)cc2)c(C)c1[N+](=O)[O-]
 : 94.0	95.0	97.0	10	-1.7	100.0	11.7	96.0	-57.5	96.0	1.0
20: O=C1/C(=C\c2ccccc2)CCc2c1[nH]c1ccccc21
 : 94.0	96.0	93.0	15	-9.3	93.0	1.1	94.0	-13.7	95.0	0.1
21: Cc1cc(C(=O)N/N=C/c2ccc(OCc3ccccc3)cc2)c(C)o1
 : 92.0	90.0	91.0	5	10.8	94.0	3.1	89.0	-10.7	90.0	0.2
22: CC1CN(C(=O)C(C)Sc2nnnn2C)CC(C)O1 (stereo not given)
 : 99.0	98.0	101.0	24	-5.6	99.0	1.1	97.0	.	96.0	0.1
23: O=C(COC(=O)c1ccccn1)NC1CCCCC1
 : 93.0	98.0	94.0	25	3.1	96.0	0.1	95.0	.	96.0	0.2
24: Cc1ccccc1N1CC(O)(c2ccccc2)[N+]2=C1SCC2 (stereo not given)
 : 101.0	103.0	99.0	10	10.0	105.0	1.2	100.0	.	100.0	0.2
25: CN(c1ccccc1)S(=O)(=O)c1cccc(NC(=O)Cn2cnc3ccccc3c2=O)c1
 : 97.0	101.0	97.0	13	4.1	99.0	3.1	97.0	9.5	99.0	0.0
26: CCc1[nH]nc2c1C(c1ccsc1)C(C#N)=C(N)O2 (stereo not given)
 : 94.0	97.0	99.0	26	-5.1	102.0	0.6	95.0	.	98.0	-0.1
27: Cc1noc(C)c1C(=O)OCC(=O)Nc1c(F)cccc1F
 : 106.0	98.0	97.0	23	11.5	101.0	1.4	100.0	-7.8	105.0	0.1
28: COc1cccc(-n2nnc3c(=O)n(C/C=C/c4ccccc4)cnc32)c1
 : 94.0	94.0	92.0	6	18.2	93.0	0.5	92.0	.	96.0	0.0
29: O=C(CSc1nnc(COc2ccc(Cl)cc2)n1Cc1ccco1)c1ccccc1F
 : 98.0	97.0	97.0	19	6.3	100.0	1.1	97.0	-4.8	97.0	0.2
30: O=C(c1ccccc1Nc1ccc(SC(F)F)cc1)N1CCCCC1
 : 102.0	101.0	98.0	7	15.5	101.0	2.8	101.0	.	102.0	0.6
31: O=C(/C=C\Nc1ccc2c(c1)OCO2)c1cccs1
 : 94.0	94.0	97.0	11	20.2	97.0	0.8	95.0	-1.7	95.0	-0.3
32: CCN(c1ccc(NC(=O)COC(=O)c2cc3ccccc3oc2=O)cc1)C(C)C
 : 102.0	93.0	92.0	24	85.7*	95.0	6.6	98.0	-10.8	97.0	1.4
33: CCOC(=O)NNC(=O)C1CCC(C)CC1 (stereo not given)
 : 108.0	102.0	99.0	8	-12.6	100.0	0.1	104.0	5.7	101.0	0.2
34: OC(CN=c1sc2ccccc2n1CC(O)COc1ccccc1)COc1ccccc1 (stereo not given)
 : 92.0	99.0	92.0	6	23.8	100.0	12.4	95.0	.	96.0	0.9
35: COc1ccc(C(=O)NCC(=O)NCC2COc3ccccc3O2)cc1 (stereo not given)
 : 93.0	95.0	93.0	29	-5.1	94.0	1.1	94.0	.	96.0	0.1
36: Cc1ccc2c(C)c(C(=O)Nc3cccnc3)oc2c1
 : 96.0	97.0	97.0	18	17.6	99.0	1.3	98.0	.	96.0	0.3
37: Cc1ccc(C)c2[nH]c(=O)c(CN(Cc3ccco3)C(=S)NCC3CCCO3)cc12 (stereo not given)
 : 106.0	97.0	94.0	12	2.0	99.0	5.4	97.0	11.0	97.0	1.1
38: Cc1nc2ccccc2nc1OCC(=O)NCc1ccc2c(c1)OCO2
 : 97.0	103.0	100.0	14	1.1	102.0	2.1	102.0	19.1	101.0	0.3
39: CCC(CC)C(=O)Nc1cccc(/C(C)=N/NC(=O)c2c(Br)cnn2C)c1
 : 97.0	102.0	102.0	4	-0.1	101.0	3.4	102.0	22.3	103.0	0.2
40: Cc1ncoc1C(=O)N1CCCC(C(=O)c2ccc3c4c(cccc24)CC3)C1 (stereo not given)
 : 104.0	97.0	95.0	10	1.4	97.0	3.2	99.0	-6.0	97.0	0.8
41: CC(=O)c1cc(C(=O)c2ccccc2)sc1Nc1ccccc1
 : 102.0	100.0	99.0	6	11.5	105.0	-6.2	98.0	.	98.0	-2.9
42: O=C(c1ccco1)N1N=C(C2CCCCC2)CC1(O)C(F)(F)F (stereo not given)
 : 97.0	98.0	97.0	9	7.7	99.0	10.3	99.0	6.7	97.0	-1.6
43: CCOC(=O)C1CCN(C(=O)c2ccc(Br)o2)CC1
 : 100.0	101.0	98.0	13	15.3	106.0	1.5	100.0	1.7	100.0	0.5
44: N=c1oc2ccc3ccccc3c2cc1C(N)=S
 : 101.0	95.0	93.0	11	50.4	90.0	1.7	95.0	15.9	96.0	0.0
45: CCc1ccc(CC)c(S(=O)(=O)Nc2ccc(C(=O)O)c(O)c2)c1
 : 99.0	100.0	95.0	6	14.3	99.0	0.6	98.0	.	97.0	0.3
46: CC(C)c1ccc(C(=O)N2CCCN(C(=O)c3ccc(C(C)C)cc3)CC2)cc1
 : 105.0	100.0	99.0	3	9.8	97.0	-1.8	104.0	-15.4	98.0	1.1
47: COc1cccc(NC(=O)CSc2nnc(COc3ccc4c(c3)CCCC4)o2)c1
 : 100.0	97.0	99.0	18	-6.9	101.0	1.4	99.0	4.8	101.0	0.4
48: CC(C)OP(=O)(OC(C)C)C(Nc1ccccn1)c1ccc(F)cc1 (stereo not given)
 : 100.0	103.0	101.0	10	-1.2	105.0	0.8	102.0	-9.8	100.0	0.5
49: Cc1ccc(Cl)c(NC(=O)CN(C)CC(=O)Nc2ccc(F)c(F)c2F)c1Cl
 : 97.0	96.0	95.0	13	2.0	98.0	11.3	97.0	-4.9	94.0	0.6
50: COc1ccc(C(=O)OCCOc2ccccc2C(C)=O)c(O)c1
 : 102.0	95.0	93.0	12	14.6	98.0	8.9	96.0	2.7	97.0	0.6

# Following part:
# Every second line gives: Rab7 wt GTP bind	Cdc42 wt GTP	Rac1 act GTP bind	Avidin fluor	Mcl1 Noxa PPI	Rac1 wt modul	ABCG2 inh	Rab2 wt GTP	Pf gamet viab	HRas wt GTP bind	ABCB1 inh
51: O=C(O)c1ccc(COc2ccccc2[N+](=O)[O-])o1
 : 96.0	102.0	101.0	9	0.7	105.0	4.4	102.0	-15.2	101.0	0.0
52: CCOC(=O)C1(CCCc2ccccc2)CCN(C(=O)C(C)n2cncn2)CC1 (stereo not given)
 : 103.0	97.0	98.0	4	5.7	97.0	3.1	100.0	0.1	100.0	1.0
53: CC(=O)c1ccc(NC(=O)C2CC(=O)N(C(C)C)C2)cc1 (stereo not given)
 : 96.0	98.0	98.0	10	10.2	102.0	3.1	96.0	-0.1	96.0	-0.7
54: Cc1ccc(S(=O)(=O)n2nc(-c3ccco3)nc2N)cc1
 : 102.0	93.0	93.0	11	4.2	95.0	-0.6	95.0	.	95.0	0.1
55: O=C(CSc1nnc(-c2ccccn2)n1Cc1ccco1)c1ccccc1
 : 99.0	102.0	97.0	9	-1.3	99.0	1.4	103.0	.	103.0	0.3
56: CC(=O)N1SC(N)=NC1c1ccccc1 (stereo not given)
 : 99.0	99.0	98.0	6	-5.5	100.0	1.5	99.0	21.4	100.0	0.1
